Compound activity (PubChem BioAssay)
proCasp3 act: activators of human procaspase-3; P42574; recombinant procaspase-3 D3A, Ac-DEVD-pNA absorbance 405 nm; activation, % at 8.5 µM; actives 0.11% (n = 330,000); AID 463141;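 active = activation above the mean of all tested compounds plus 3 SD, cut at about 21% in these data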;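 also: 0% = DMSO alone and 100% = DMSO wells spiked with extra 5 µM PC-3 D3A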
Target sequence (P42574 whole entry D9A/D28A/D175A): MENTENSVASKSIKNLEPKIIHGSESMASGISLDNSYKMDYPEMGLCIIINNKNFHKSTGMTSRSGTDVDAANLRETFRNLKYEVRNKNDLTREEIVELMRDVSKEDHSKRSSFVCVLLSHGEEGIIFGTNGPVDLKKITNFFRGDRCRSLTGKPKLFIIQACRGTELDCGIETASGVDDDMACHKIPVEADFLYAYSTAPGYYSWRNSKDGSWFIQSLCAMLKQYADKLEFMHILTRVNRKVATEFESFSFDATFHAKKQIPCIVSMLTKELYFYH
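Test system: Procaspase-3 D3A mutant; medium: Zinc-free HEPES/NaCl buffer with 0.01% Triton X-100 at pH 7.4; reagent: DEVD-pNA substrate; doses: one concentration, 8.5 µM nominal, 0.8% DMSO; times: 1 h preincubation plus 2 h reaction at 25 °C; signal: Epi-absorbance at 405 nm of released p-nitroaniline, 0 and 120 min; replicates: singlicate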
MEP2 TOR yeast: modulators of TOR pathway MEP2-GFP in S. cerevisiae. S. cerevisiae MEP2-GFP strain, flow cytometry GFP, 3 h; 100% = DMSO control level. actives 0.51% (n = 330,000). GFP response vs DMSO, % at 10 µM. AID 2016;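 active = GFP response versus DMSO above a set limit, roughly screen mean plus 3 SD, cut at about 180% in these data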;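 also: median GFP fluorescence of the barcode-gated MEP2-GFP cells per well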
AHR act: human AHR activation; AID 2796; P35869; actives 2.5% (n = 320,000); activation, % at 5 µM; AHR-responsive luciferase reporter cells, luminescence; in the data active = activation above about 47%;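 also: 0% = vehicle wells and 100% = reference agonist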
RPL19A TOR yeast: yeast TOR pathway RPL19A-GFP modulation | S. cerevisiae RPL19A-GFP strain, flow cytometry, 3 h; active compounds read low | percent response vs DMSO, % at 10 µM | actives 0.3% (n = 330,000);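 active = percent response vs DMSO below 50%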;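 also: median channel GFP fluorescence of the barcoded RPL19A-GFP strain; ratio of sample median GFP to plate DMSO average so 100% = DMSO; lower means less RPL19A-GFP as with rapamycin TOR inhibition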
CIT2 TOR yeast: yeast TOR pathway CIT2-GFP modulation. S. cerevisiae CIT2-GFP strain, flow cytometry, 3 h; 100 means same as DMSO wells. GFP response vs DMSO, % at 10 µM. actives 0.065% (n = 320,000). AID 2029;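 active = GFP response relative to DMSO above a set limit, near the screen mean plus 3 SD, cut at about 150% in these data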;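 also: ratio of well median GFP fluorescence to mean of DMSO wells on the plate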
proCasp7 act: counter-screen for procaspase-3 activators: activators of human procaspase-7. AID 463210. P55210. recombinant procaspase-7, Ac-DEVD-pNA absorbance 405 nm; D23A/D198A/D206A triple mutant, cannot self-cleave; scale: DMSO 0, 5 µM enzyme 100. activation, % at 8.5 µM. actives 0.093% (n = 330,000);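 active = percent activation above the screen-wide mean plus 3 SD, cut at about 25% in these data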
Target sequence (P55210 whole entry D23A/D198A/D206A): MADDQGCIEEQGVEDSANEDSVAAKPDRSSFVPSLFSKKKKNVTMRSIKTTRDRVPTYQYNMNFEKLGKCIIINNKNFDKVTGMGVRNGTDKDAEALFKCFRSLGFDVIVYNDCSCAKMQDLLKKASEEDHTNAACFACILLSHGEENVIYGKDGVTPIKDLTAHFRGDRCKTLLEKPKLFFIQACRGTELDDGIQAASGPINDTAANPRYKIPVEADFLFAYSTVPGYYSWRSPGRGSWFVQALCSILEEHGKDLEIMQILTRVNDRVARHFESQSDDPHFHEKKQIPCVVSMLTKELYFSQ
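Material: Procaspase-7 triple mutant (PC-7 D3A) | Quantity: 2 µM procaspase-7 mutant as dispensed | Reagent: DEVD-pNA substrate | Times: 1 h preincubation, 2 h reaction | Technique: 405 nm absorbance of p-nitroaniline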
AGP1-GFP MLPCN: yeast TOR pathway AGP1-GFP modulation. actives 0.02% (n = 320,000). S. cerevisiae AGP1-GFP multiplex flow cytometry, 3 h; GFP as percent of DMSO wells. GFP response vs DMSO, % at 10 µM;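 active = GFP response relative to DMSO above a set limit, near screen average plus 3 SD, cut at about 150% in these data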;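 also: median GFP channel fluorescence of the gated AGP1 strain per well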
LAP4-GFP MLPCN: modulators of TOR pathway LAP4-GFP in S. cerevisiae | S. cerevisiae LAP4-GFP multiplex, flow cytometry GFP, 3 h; median GFP as percent of DMSO wells | GFP response vs DMSO, % at 10 µM | actives 0.34% (n = 320,000);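 active = GFP response vs DMSO above a set limit, about the screen mean plus 3 SD, cut at about 150% in these data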
Numbers without * were called inactive; x = not tested or not shown.

SMILES	proCasp3 act	MEP2 TOR yeast	AHR act	RPL19A TOR yeast	CIT2 TOR yeast	proCasp7 act	AGP1-GFP MLPCN	LAP4-GFP MLPCN
O=C(NC12CC3CC(CC(C3)C1)C2)c1ccco1	-4	91	-1	90	89	13	84	87
O=C(c1ccc(Cl)cc1)N1CCN(S(=O)(=O)/C=C/c2ccccc2)CC1	9	95	-2	92	94	-6	95	103
CC(NC(=O)/C(C#N)=C/c1ccc(C(=O)O)cc1)c1ccccc1 (configuration not stated)	-1	86	1	92	81	-7	90	134
COc1ccc(C(=O)O)cc1S(=O)(=O)N(C)CCc1ccccn1	7	101	1	99	99	0	102	105
CC(C)(Oc1ccc(CCNC(=O)c2ccc(-c3ccc(Cl)cc3)o2)cc1)C(=O)O	2	98	-2	94	100	-2	99	101
CCc1cccc(N(C(=O)c2csnn2)C(C(=O)NC2CCCC2)c2cccnc2)c1 (configuration not stated)	4	101	-1	98	98	-8	97	92
COCC(=O)NC1CCN(C(=O)NCc2ccccc2)CC1	-8	108	2	105	98	1	103	113
COC(=O)c1sc(NC(=S)NC(=O)c2ccccc2)nc1C	2	97	22	103	105	10	100	93
COc1ccc(NC(=O)COC(=O)[C@@H](NC(=O)c2c(F)cccc2F)C(C)C)cc1	1	104	1	104	104	5	98	93
COC(=O)c1ccccc1NC(=O)CNc1cc(OC)c(OC)cc1C	-8	105	11	101	100	-2	97	98
Cc1[nH]c2ccccc2c1N=Nc1ccccc1F	-3	100	51*	99	109	-3	82	113
Cc1cc[n+](-c2[nH]c(=O)sc2/C=N/N=C(\[O-])c2ccncc2)cc1	-3	107	2	104	102	-2	102	100
O=C(Nc1ccc(S(=O)(=O)N2CCOCC2)cc1)c1cccc(Br)c1	-1	107	-1	105	96	9	100	101
CC(C)(C)NC(=O)CN(C(=O)CS(=O)CC(=O)Nc1ccc(F)cc1)c1ccc(Cl)cc1 (configuration not stated)	3	102	1	99	100	0	104	91
COc1cc2c(c(OC)c1OC)C(=O)CC2	-3	99	0	99	96	-6	99	111
COCCNC(=S)NNC(=O)c1cc(-c2cccnc2)nc2ccccc12	x	103	x	118	78	x	91	74
CCOc1ccc(CCNC(=O)COC(=O)COc2ccccc2C)cc1OCC	8	106	1	104	104	10	111	109
Cc1ccccc1N(CC(=O)NCc1ccc2c(c1)OCO2)C(=O)CCC(=O)Nc1ccccn1	5	109	5	101	97	17	107	102
CCN(CC)S(=O)(=O)c1ccc(Cl)c(NC(=O)c2ccc(C#N)cc2)c1	-2	94	2	97	92	-4	89	83
O=c1ccn(Cc2ccccc2Cl)cc1	-2	91	-1	89	95	3	87	88
CCOC(=O)c1c(C=O)c(C)n(Cc2ccc(C)cc2)c1C	2	94	9	95	88	2	89	95
COc1ccc(CCNC(=O)C2(c3ccccc3)CC2)cc1	1	97	2	110	x	0	95	84
NC(=O)CNC(=O)c1cccc(Cl)c1	12	98	-2	97	93	2	104	109
Cc1nnc(N2CCCC(C(=O)NCc3ccccc3F)C2)c2nn(-c3ccccc3)c(C)c12 (configuration not stated)	7	103	0	103	106	7	107	108
Cn1cccc1-c1nc2ccccc2[nH]1	-3	100	3	102	100	7	120	116

Remaining list, next part
SMILES	proCasp3 act	MEP2 TOR yeast	AHR act	RPL19A TOR yeast	CIT2 TOR yeast	proCasp7 act	AGP1-GFP MLPCN	LAP4-GFP MLPCN
COc1ccc(-c2nc3ccccn3c2NC2CCCCC2)cc1SC1CCCCC1	10	95	11	97	76	12	80	128
CCCSCCCNC(=O)Cn1cc2c(n1)CCC(C)C2 (configuration not stated)	2	96	-1	100	98	21	110	101
O=C(CSc1nnc(CNC(=O)C23CC4CC(CC(C4)C2)C3)n1-c1ccc(F)cc1)Nc1ccc(F)cc1	1	106	-1	105	97	2	97	108
Cc1ccc2c(c1)NCCO2	-1	99	8	x	105	1	98	98
COc1ccc(C)cc1NC(=O)CSc1nnnn1Cc1ccccc1	3	103	10	100	95	6	104	110
COc1ccccc1N(CC(=O)N/N=C/c1c(O)ccc2ccccc12)S(C)(=O)=O	-20	104	25	103	103	-39	104	101
CSc1nnc2c3cc(F)ccc3n(C)c2n1	6	102	31	64	79	2	67	87
COc1ccc(Cl)cc1-c1nc(SCC(=O)NC(C)(C)C)n[nH]1	5	105	15	98	96	-3	97	96
O=c1c2cc(O)c(O)cc2oc2cc(O)c(C3OC(CO)C(O)C(O)C3O)c(O)c12 (configuration not stated)	5	107	1	98	104	6	101	104
O=C(CSc1nnc(-c2ccc(O)cc2)n1Cc1ccccc1)NNC(=O)c1ccc(Br)cc1	-6	99	4	101	96	-1	98	96
Cc1ccc(OCC(=O)N/N=C/c2cn(Cc3ccccc3)c3ccccc23)cc1	0	91	15	95	99	10	95	66
O=C(CN1CCC(n2nnc3cc(F)ccc32)CC1)NCCc1ccccc1	6	97	7	99	102	0	105	94
Cc1ccc(S(=O)(=O)N2CCCOC2CNC(=O)C(=O)NCCCn2ccnc2)cc1 (configuration not stated)	1	101	8	103	96	-5	96	93
Cc1ccc(NC(=O)COc2ccc(/C=N/NC(=O)CSCc3ccccc3)cc2)cc1	0	98	4	94	102	-4	99	91
O=C(CSc1ccc(-c2cccs2)nn1)Nc1ccccc1	-3	89	0	95	85	-1	92	96
Cc1cccc(CSC2=NCCN2S(=O)(=O)c2ccc(F)cc2)c1	2	96	6	100	95	3	98	119
Cc1occc1C(=O)N1CCN(c2ncccn2)CC1	3	99	-1	99	100	3	101	96
CCOc1cc(NC(=S)NCCOC)c(OCC)cc1NC(=O)c1ccco1	-2	99	28	96	102	2	101	103
COC(=O)c1[nH]c2ccc(Cl)cc2c1NC(=O)C1CC1	-1	104	5	98	106	-2	107	102
COc1ccc(NC(=S)N(CCCN2CCOCC2)Cc2ccco2)cc1	-1	100	-1	99	102	-11	99	104
CCOC(=O)c1ccc(NC(=O)CCS(=O)(=O)Cc2ccccc2)cc1	8	108	1	94	x	5	85	77
CC(C)OC(=O)c1cc2c(ccn2C)n1CC(=O)N1CCC(Cc2ccccc2)CC1	2	97	2	96	89	-1	95	98
Cc1ccc(C)c(NC(=O)c2nnn(Cc3ccccc3)c2N)c1	1	91	7	97	x	1	91	107
COc1ccc(S(=O)(=O)N2CCCCCC2)cc1C(=O)OCC(=O)Nc1cc(C)on1	-4	82	2	85	84	8	83	83
CN(c1cccnc1)c1ncnc2[nH]ncc12	-2	103	2	97	82	-5	92	89

Following part:
SMILES	proCasp3 act	MEP2 TOR yeast	AHR act	RPL19A TOR yeast	CIT2 TOR yeast	proCasp7 act	AGP1-GFP MLPCN	LAP4-GFP MLPCN
Cc1cccc(C)c1NC(=O)CSc1nc2[nH]c(=O)cc(O)c2s1	-8	114	0	110	108	-23	108	113
O=C(Nc1ccc(F)cc1)c1ccc(CN2CCc3ccccc3C2)cc1	2	107	-4	97	104	1	100	95
COc1ccccc1N1CCN(Cc2cc(=O)c(OCC(=O)NC3CCCC3)co2)CC1	-9	99	-3	98	109	-2	110	104
O=C(NN1CCOCC1)c1ccc([N+](=O)[O-])cc1	x	110	x	105	108	x	109	101
COc1ccccc1CC(=O)Nc1ccc2c(c1)C(=O)NC2=O	2	101	-5	102	103	-5	114	104
COc1cc2[nH]c(C(=O)N3CCN(C)CC3)cc2c(OC)c1OC	-5	100	2	103	99	-7	90	85
COC(=O)c1ccccc1NC(=O)NC1CC1	3	103	0	100	101	12	99	101
CCc1cccc(C)c1N(C(=O)Cn1c(COC)nc2ccccc21)C(C)COC (configuration not stated)	-4	95	2	92	89	-8	89	92
Cn1nc(OC(=O)Nc2ccccc2)cc1C(F)(F)F	-1	105	15	103	96	4	102	110
O=C(NCc1cccs1)c1ccc(CS(=O)Cc2ccccc2Cl)o1 (configuration not stated)	1	95	8	97	95	1	95	94
Cn1c(=O)c2c(ncn2CC(=O)Nc2cccc(S(=O)(=O)Nc3ccccc3F)c2)n(C)c1=O	-4	102	1	102	106	-7	110	106
O=C(NCc1cccnc1)c1ccc(Cn2cc(C(F)(F)F)ccc2=O)cc1	-2	94	1	96	104	7	x	100
Cc1cc(C(=O)NC2CCCc3c2cnn3-c2ccc(C(C)(C)C)cc2)nn1C (configuration not stated)	9	97	-1	97	102	3	99	94
CC1CCN(S(=O)(=O)c2ccc(C(=O)NCc3ccc4c(c3)OCO4)cc2)CC1	-2	99	1	100	91	7	95	98
Cc1cc2c(NC(=O)Nc3ccccc3)cccc2nn1	-16	104	9	96	98	-22	104	110
COc1cc(/C=N/NC(=O)c2ccc(Cl)cc2)ccc1OCC(=O)N1CC(C)OC(C)C1 (configuration not stated)	2	69	14	95	95	5	89	107
Cc1ccccc1C(=O)NCC(=O)NCC1(N2CCOCC2)CCCCC1	-4	97	11	92	96	5	97	87
CC(C)Oc1ccc(C(=O)NC(Cc2c[nH]c3ccccc23)C(=O)NN)cc1 (configuration not stated)	5	94	4	101	111	-4	110	107
Cc1ccc(NC(=O)CSc2nncs2)cc1Cl	-2	98	0	96	97	3	92	103
O=C(NC1CCCCC1)N1CCC(c2nc3ccccc3[nH]2)CC1	6	104	3	99	98	3	95	99
COc1ccc(-c2nn(-c3ccccc3)cc2C(=O)N2CCN(S(=O)(=O)c3ccccc3C#N)CC2)cc1	-13	99	11	101	105	4	105	103
O=C(NC(=S)NC1CCCCCC1)c1cncc(Br)c1	8	112	17	104	102	0	98	109
Brc1cccc(-c2nnc3sc(CN4CCCCC4)cn23)c1	-2	94	2	98	97	3	100	97
O=C(CCSc1ccccn1)c1ccccc1	-30	101	-3	106	98	-26	99	104
Cc1cc(NCc2ccccc2)n2ncc(-c3ccccc3)c2n1	4	108	23	106	98	12	92	109

Continued:
SMILES	proCasp3 act	MEP2 TOR yeast	AHR act	RPL19A TOR yeast	CIT2 TOR yeast	proCasp7 act	AGP1-GFP MLPCN	LAP4-GFP MLPCN
COc1ccc(CNC(=S)Nc2ccccc2F)cc1	6	105	1	106	105	12	101	88
CN(C(=O)COc1ccc(Oc2ccccc2)cc1)C1CCS(=O)(=O)C1 (configuration not stated)	-2	87	4	103	101	2	100	83
CN(C)c1cc(N/N=C/c2ccccc2C(F)(F)F)nc(N(C)C)n1	4	94	55*	100	100	-8	102	103
NS(=O)(=O)c1cc(C(=O)NCCOc2ccccc2)c(Cl)cc1Cl	4	98	1	103	94	-3	103	104
Cc1cccc(-n2c(C)cc(C(=S)N3CCOCC3)c2C)c1C	-4	91	2	98	93	-18	99	118
COc1ccc(NC(=O)CSc2ccc3nnc(CCNC(=O)c4ccccc4)n3n2)cc1OC	-6	103	3	102	102	-1	96	88

Not a hit list; overall some 3.5% were active at least once.
